HepG2 tox: qHTS for Inhibitors of TGF-b: Cytotox Counterscreen; HepG2 CAGA-GFP viability, ATP luminescence, 18 h; Potency, µM (doses to about 46.1 µM), for the others: at the top dose activity change, negative = cytotoxicity, actives largely listed as cytotoxic; 0.76% of 410,000 active; further: potency means the concentration at half of the fitted maximal effect; some results filed as inactive show a strong effect at the top dose
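CellTiter-Glo luminescence gave cytotoxicity after 18 hours at 37 degrees C. The cells were HepG2 CAGA-GFP in 1% FBS DMEM, stimulated with 500 pg/mL TGF-beta after compound addition. %Activity was normalised to no-cell wells (complete cell-killing) and DMSO (no toxicity), and curves were fitted and classified.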
A549 tox: Nrf2 qHTS screen for inhibitors: counterscreen for cytotoxicity; A549 ARE-Fluc cells, CellTiter-Fluor viability, 18-24 h; Potency, µM (titrated, usually from 46 µM), for inactives: top-dose activity change, negative = cytotoxicity, usual class: inhibitors; 0.16% of 390,000 active; further: potency means the concentration at half of the fitted maximal effect; on the % scale 0 is the no-effect control and ±100 the full control effect
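Cytotoxicity counterscreen: CellTiter-Fluor fluorescence was measured in A549 ARE_Fluc cells after 18-24 h of compound exposure in a concentration series. The subsequent BugLite luminescent read reports ARE-luciferase activity.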
ATXN2 expr inh: Primary qHTS for Inhibitors of ATXN expression. HEK-293 ATXN2-luciferase reporter, luminescence, 24 h. Potency, µM (doses to about 57 µM), for inactives: at the top dose activity change, negative = inhibition, most hits filed as inhibitors. 0.72% of 360,000 active. AID 1745845, 2022; further: potency means the concentration at half of the fitted maximal effect; on the % scale 0 is the no-effect control and ±100 the full control effect; nearly all actives have a fitted effect of over 55% in size
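ATXN2-luciferase reporter cells (luciferase flanked by upstream and downstream ATXN2 gene portions) were treated 24 h at 37 °C with compounds at up to 57 uM. SteadyGlo luminescence gave expression; GF-AFC fluorescence gave viability.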
MCF10A rerep: A quantitative high throughput screen for small molecules that induce DNA re-replication in MCF 10a normal breast cells | MCF 10A DNA re-replication, Hoechst nuclear intensity, 48 h | Potency, µM (doses to about 46.1 µM), inactives show at the top dose activity, positive = re-replication, most hits filed as activators | 2.9% of 350,000 active; further: potency means the concentration at half of the fitted maximal effect; % of control where 0% means no effect; nearly all actives have a fitted effect of over 50% in size
Nrf2 inh: Nrf2 qHTS screen for inhibitors | A549 ARE-Fluc reporter, luciferase luminescence, 18-24 h | Potency, µM (top dose mostly 46 µM), for the others: at the highest dose activity change, negative = inhibition, usual class: inhibitors | 2.1% of 360,000 active; further: potency means the concentration at half of the fitted maximal effect; on the % scale 0 is the no-effect control and ±100 the full control effect; nearly all actives have a fitted effect of over 60% in size
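Quantitative HTS in A549 cells stably bearing an antioxidant response element-firefly luciferase construct. Inhibition of Nrf2-driven transcription was scored by luminescence after 18-24 h of compound exposure at 37 °C.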
Nrf2 ARE act: qHTS of Nrf2 Activators; AREc32 ARE-luciferase reporter (MCF7-derived line), luminescence, 24 h; Potency, µM (highest dose often 46.1 µM), inactives show top-dose activation, most hits filed as activators; 0.31% of 410,000 active; further: potency means the concentration at half of the fitted maximal effect; % of control where 0% means no effect; nearly all actives have a fitted effect of over 65% in size
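AREc32_Fluc, 1000 cells/well, OPTI-MEM + 5% FBS, o/n 37 deg C 5% CO2; 23 nL cpd by pin tool, 24 hr; Steady-Glo 30 min RT, luminescence.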
ATXN viability: Viability Counterscreen for Primary qHTS for Inhibitors of ATXN expression; S2 cells (HEK-293 line with an ATXN2-luciferase reporter) viability, CellTiter-Fluor protease fluorescence, 24 h; Potency, µM (doses to about 56.7 µM), hits mostly cytotoxic; 0.49% of 400,000 active; further: potency means the concentration at half of the fitted maximal effect; nearly all actives have a fitted effect of over 40% in size
TGFb inhibitor: qHTS for Inhibitors of TGF-b | 1.2% of 410,000 active | HepG2 CAGA-GFP TGF-b/SMAD3 reporter, GFP fluorescence, 18 h; TGF-beta stimulated, 500 pg/mL final | Potency, µM (top dose mostly 46.1 µM), for the others: at the top dose activity, negative = inhibition, actives largely listed as inhibitors; further: potency means the concentration at half of the fitted maximal effect; on the % scale 0 is the no-effect control and ±100 the full control effect; nearly all actives have a fitted effect of over 65% in size
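TGF-beta reporter screen: HEPG2 CAGA-GFP, 1% FBS, 500 pg/mL TGF-beta final, 18 h; per-cell GFP summed per well; curves fitted and categorized by class.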
IL1B secr inh: qHTS for Inhibitors of Inflammasome Signaling: IL-1-beta AlphaLISA Primary Screen; THP-1 LPS/ATP IL-1B secretion, AlphaLISA, 16 h; stronger effect = lower value; activity change, % at 57.5 µM; 4.7% of 360,000 active; AID 743279, 2014; in the data active means activity change below about -50%; inconclusive means mostly about -30% to -49%; further: on the % scale 0 is the no-effect control and ±100 the full control effect
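Secreted IL-1B measured by AlphaLISA bead assay after 16 h compound exposure of THP-1 cells; compounds (final up to 57.5 uM) added 1 h before LPS (250 ng/mL) and ATP (1.25 mM) stimulation; lower signal means less secretion.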
Numbers without * were called inactive; [ ] = dose if it differs, or a comment. Unless noted, the call rests on the fitted dose curve; in most records, active means well fitted curve in the direction sought with a large enough effect; inconclusive means small, poorly fitted or top-dose-only effect, or another doubt; inactive means no such curve, though single readings can be large; an effect the other way counts as inactive or inconclusive. Not a hit list. Share with any hit: about 8.8%.

Screening CC1=C(c2ccc(C)c(C)c2)S(=O)(=O)N(Cc2ccc(C(=O)NC(C)c3ccccc3)cc2)C1=O (stereo not given) returned HepG2 tox 2%, A549 tox 1%, ATXN2 expr inh -1%, Nrf2 inh 2%, Nrf2 ARE act -0.7%, ATXN viability inactive and TGFb inhibitor 3%.
Screening CC1=C/C(=C/N(C)c2ccccc2)C(=O)S1 returned HepG2 tox -1%, A549 tox -9%, ATXN2 expr inh 3%, MCF10A rerep inconclusive, Nrf2 inh inconclusive, Nrf2 ARE act 17%, ATXN viability inactive, TGFb inhibitor -3% and IL1B secr inh -11.
`COc1ccc(S(=O)(=O)Cc2ccc(C(=O)N3CCN(c4cccc(C)c4)C(C)C3)o2)cc1` (stereo not given) gave HepG2 tox -1%, A549 tox -6%, ATXN2 expr inh -30%, MCF10A rerep 6.5µM*, Nrf2 inh -8%, Nrf2 ARE act -1.9%, ATXN viability inconclusive, TGFb inhibitor inconclusive and IL1B secr inh 11.
COCCNC(=O)Cn1cc2c(n1)CCCCC2 was read as HepG2 tox 1%, A549 tox 7%, ATXN2 expr inh 3%, MCF10A rerep 3%, Nrf2 inh 7%, Nrf2 ARE act -0.9%, ATXN viability inactive, TGFb inhibitor 1% and IL1B secr inh -9.
`CCCc1ccc(OCc2ccc(C(=O)NN)o2)c(OC)c1` gave HepG2 tox -19%, A549 tox 11%, ATXN2 expr inh 11%, MCF10A rerep 9%, Nrf2 inh inconclusive, Nrf2 ARE act 0.4%, ATXN viability inactive, TGFb inhibitor -19% and IL1B secr inh 26.
For O=C(Nc1cccc(S(=O)(=O)NC2=NCCC2)c1)C1CCC1 the results were HepG2 tox -18%, A549 tox -2%, ATXN2 expr inh -30%, MCF10A rerep -50%[inhibitor], Nrf2 inh 10%, Nrf2 ARE act 0.1%, ATXN viability inactive, TGFb inhibitor -16% and IL1B secr inh 4.
Screening Cn1cc(CN2CCC(n3nccc3NC(=O)CCCc3ccccc3)CC2)cn1 returned HepG2 tox 2%, A549 tox 1%, ATXN2 expr inh -4%, MCF10A rerep -2%, Nrf2 inh 18%, Nrf2 ARE act -0.1%, ATXN viability inactive, TGFb inhibitor -4% and IL1B secr inh 25.
CCC(C)c1ccccc1N1CC(C(=O)N2CCN(S(=O)(=O)c3ccc(F)cc3)CC2)CC1=O (stereo not given) was read as HepG2 tox -2%, A549 tox -5%, ATXN2 expr inh -2%, MCF10A rerep 2%, Nrf2 inh -12%, Nrf2 ARE act 0.5%, ATXN viability inactive, TGFb inhibitor inconclusive and IL1B secr inh -6.
Screening COc1ccc(OC)c(C2=NOC(C(=O)N3CCN(c4ccccc4)CC3)C2)c1 (stereo not given) returned HepG2 tox -15%, A549 tox 7%, ATXN2 expr inh -7%, MCF10A rerep 2%, Nrf2 inh inconclusive, Nrf2 ARE act -0.6%, ATXN viability inactive, TGFb inhibitor -7% and IL1B secr inh -10.
Screening CCOc1ccc(CN(C)CCc2ccccn2)cc1 returned HepG2 tox 7%, A549 tox -4%, ATXN2 expr inh -2%, MCF10A rerep 6%, Nrf2 inh inconclusive, Nrf2 ARE act -0.2%, ATXN viability inactive, TGFb inhibitor 6% and IL1B secr inh -7.
`Cc1ccc(-n2nnnc2CNC(=O)c2ccccc2F)cc1C` gave HepG2 tox 2%, A549 tox 7%, Nrf2 ARE act -0.3% and TGFb inhibitor 2%.
`O=C(NCc1ccccc1)c1ccc(Oc2ccc(C(=O)NCc3ccccc3)cc2)cc1` gave HepG2 tox -13%, A549 tox -10%, ATXN2 expr inh -7%, MCF10A rerep -4%, Nrf2 inh -21%, Nrf2 ARE act -0.1%, ATXN viability inactive, TGFb inhibitor -3% and IL1B secr inh 7.
For O=C(COC(=O)/C=C/c1ccccc1Cl)NCCNC(=O)COC(=O)/C=C/c1ccccc1Cl the results were HepG2 tox -1%, A549 tox -4%, ATXN2 expr inh -12%, MCF10A rerep 28%, Nrf2 inh 18%, Nrf2 ARE act 14%, ATXN viability inactive, TGFb inhibitor -10% and IL1B secr inh 6.
COc1cc(/C=N/N2C(=O)c3ccccc3C2=O)ccc1O was read as HepG2 tox 6%, A549 tox -7%, ATXN2 expr inh 2%, MCF10A rerep 2%, Nrf2 inh -6%, Nrf2 ARE act 0.6%, ATXN viability inactive, TGFb inhibitor 15% and IL1B secr inh 10.
For CCCn1c(SCC(=O)NC(=O)Nc2ccc(C)cc2C)n[nH]c1=O the results were HepG2 tox 11%, A549 tox -4%, ATXN2 expr inh -2%, MCF10A rerep -4%, Nrf2 inh -7%, Nrf2 ARE act 0.2%, ATXN viability inactive, TGFb inhibitor 14% and IL1B secr inh -5.
For O=S(=O)(/C=C/c1ccccc1)Nc1ccc2c(c1)OCO2 the results were HepG2 tox -7%, A549 tox -6%, ATXN2 expr inh 50%[activator], MCF10A rerep 9%, Nrf2 ARE act 2.8%, ATXN viability inactive, TGFb inhibitor -2% and IL1B secr inh -9.
Screening COc1ccc(-c2nc3cc(NC(=O)COc4ccc(F)cc4)ccc3o2)cc1 returned HepG2 tox -27%, A549 tox -17%, ATXN2 expr inh 20%, Nrf2 inh inconclusive, Nrf2 ARE act -0.3%, ATXN viability inactive and TGFb inhibitor -14%.
For CSc1cccc(NC(=O)C(C)NS(=O)(=O)c2ccc(F)cc2)c1 (stereo not given) the results were HepG2 tox -3%, A549 tox -2%, ATXN2 expr inh 5%, MCF10A rerep 6%, Nrf2 inh -5%, Nrf2 ARE act -0.3%, ATXN viability inactive, TGFb inhibitor 10% and IL1B secr inh 12.
For COc1ccc(-c2nc(SCC(=O)Nc3ccccc3)c(-c3ccc(F)cc3)[nH]2)cc1OC the results were HepG2 tox -24%, A549 tox inconclusive, ATXN2 expr inh -22%, Nrf2 inh 15µM*, Nrf2 ARE act -0.1%, ATXN viability inactive and TGFb inhibitor inconclusive.
`CC(C)(C)NC(=O)CN(C(=O)CS(=O)CC(=O)Nc1ccc(F)cc1)c1cccc(F)c1` (stereo not given) gave HepG2 tox -1%, A549 tox -2%, ATXN2 expr inh -19%, MCF10A rerep -2%, Nrf2 inh 1%, Nrf2 ARE act -0.5%, ATXN viability inactive, TGFb inhibitor -11% and IL1B secr inh 13.
Screening Cc1cccc(NC(=S)/N=C(\N)Nc2nc(C)c3ccc(C)cc3n2)c1 returned HepG2 tox -8%, A549 tox inconclusive, ATXN2 expr inh -22%, MCF10A rerep inconclusive, Nrf2 inh 15µM*, Nrf2 ARE act 3.7%, ATXN viability inactive, TGFb inhibitor inconclusive and IL1B secr inh -6.
For NCC(O)CN(c1ccccc1)c1ccccc1 (stereo not given) the results were HepG2 tox -2%, A549 tox 1%, ATXN2 expr inh 8%, MCF10A rerep -3%, Nrf2 inh -1%, Nrf2 ARE act -0.3%, ATXN viability inactive, TGFb inhibitor -2% and IL1B secr inh -13.
For Cc1ccc(C2=C/C(=C\c3cccnc3)C(=O)O2)cc1 the results were HepG2 tox 14%, A549 tox 10%, MCF10A rerep -1%, Nrf2 inh 2%, Nrf2 ARE act -0.5%, ATXN viability inactive, TGFb inhibitor 6% and IL1B secr inh 27.
`CC(C)[C@H]1CC[C@@H](C)C(C(=O)c2ccccc2)C1=O` (stereo not given in full) gave HepG2 tox -3%, A549 tox 0%, ATXN2 expr inh 0%, MCF10A rerep 6%, Nrf2 inh -13%, Nrf2 ARE act -0.6%, ATXN viability inactive, TGFb inhibitor -2% and IL1B secr inh 5.
For CC(C)(C)CN1CCN(Cc2nc(-c3ccc(F)cc3)cs2)CC1CCO (stereo not given) the results were HepG2 tox 1%, A549 tox -10%, ATXN2 expr inh -20%, MCF10A rerep 17%, Nrf2 inh 21µM*, Nrf2 ARE act 0.4%, ATXN viability inactive, TGFb inhibitor inconclusive and IL1B secr inh -20.
`Cc1ccc(C)c(Cn2c(C)c(CNCc3ccc(F)cc3)c(C(=O)O)c2C)c1` gave HepG2 tox -22%, A549 tox 3%, ATXN2 expr inh 8%, Nrf2 inh -9%, Nrf2 ARE act 0.7%, ATXN viability inconclusive and TGFb inhibitor -20%.
CCc1ccccc1NC(=S)NCc1ccc2c(c1)OCO2 was read as HepG2 tox -1%, A549 tox 17%, ATXN2 expr inh 28%, MCF10A rerep 4%, Nrf2 ARE act -0.7%, ATXN viability inactive, TGFb inhibitor 15% and IL1B secr inh 4.

Some of these compounds in order of length of the SMILES, lowest first.
For NCC(O)CN(c1ccccc1)c1ccccc1 (stereo not given) the results were HepG2 tox -2%, A549 tox 1%, ATXN2 expr inh 8%, MCF10A rerep -3%, Nrf2 inh -1%, Nrf2 ARE act -0.3%, ATXN viability inactive, TGFb inhibitor -2% and IL1B secr inh -13.
For CC(C)(C)CN1CCN(Cc2nc(-c3ccc(F)cc3)cs2)CC1CCO (stereo not given) the results were HepG2 tox 1%, A549 tox -10%, ATXN2 expr inh -20%, MCF10A rerep 17%, Nrf2 inh 21µM*, Nrf2 ARE act 0.4%, ATXN viability inactive, TGFb inhibitor inconclusive and IL1B secr inh -20.
`Cc1ccc(C)c(Cn2c(C)c(CNCc3ccc(F)cc3)c(C(=O)O)c2C)c1` gave HepG2 tox -22%, A549 tox 3%, ATXN2 expr inh 8%, Nrf2 inh -9%, Nrf2 ARE act 0.7%, ATXN viability inconclusive and TGFb inhibitor -20%.

Screening data deposited in PubChem BioAssay by National Center for Advancing Translational Sciences (NCATS).
